# HepG2 tox = kills HepG2 cells in TGF-b inhibitor counter-screen; HepG2 CAGA-GFP viability, ATP luminescence, 18 h; Potency, µM (titrated, usually from 46.1 µM), without a hit: at the top dose activity change, negative = cytotoxicity, actives largely listed as cytotoxic; actives 0.76% (n = 410,000); AID 588856; also: some results filed as inactive show a strong effect at the top dose
#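 HepG2 CAGA-GFP cells (1000/well, DMEM with 1% FBS) received compound, then TGF-beta at 500 pg/mL final, and were incubated 18 hours at 37 degrees C. Viability was read by CellTiter-Glo luminescence. Media-only wells were set as complete cell-killing and DMSO as no toxicity.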
# EPAC2 antag = blocks human EPAC2 exchange factor; Potency, µM (titrated, usually from 114 µM), without a hit: top-dose activity, negative = inhibition, hits mostly inhibitors; Q8WZA2; EPAC2 GEF exchange of Rap1B-BODIPY-GDP, fluorescence; AID 720708; actives 0.18% (n = 360,000); also: % is scaled to controls: 0 for no effect and ±100 for the full control effect; nearly all actives have a fitted effect of over 45% in size; many of its hits are not listed in these tables
# Target sequence (Q8WZA2 whole entry, looked up): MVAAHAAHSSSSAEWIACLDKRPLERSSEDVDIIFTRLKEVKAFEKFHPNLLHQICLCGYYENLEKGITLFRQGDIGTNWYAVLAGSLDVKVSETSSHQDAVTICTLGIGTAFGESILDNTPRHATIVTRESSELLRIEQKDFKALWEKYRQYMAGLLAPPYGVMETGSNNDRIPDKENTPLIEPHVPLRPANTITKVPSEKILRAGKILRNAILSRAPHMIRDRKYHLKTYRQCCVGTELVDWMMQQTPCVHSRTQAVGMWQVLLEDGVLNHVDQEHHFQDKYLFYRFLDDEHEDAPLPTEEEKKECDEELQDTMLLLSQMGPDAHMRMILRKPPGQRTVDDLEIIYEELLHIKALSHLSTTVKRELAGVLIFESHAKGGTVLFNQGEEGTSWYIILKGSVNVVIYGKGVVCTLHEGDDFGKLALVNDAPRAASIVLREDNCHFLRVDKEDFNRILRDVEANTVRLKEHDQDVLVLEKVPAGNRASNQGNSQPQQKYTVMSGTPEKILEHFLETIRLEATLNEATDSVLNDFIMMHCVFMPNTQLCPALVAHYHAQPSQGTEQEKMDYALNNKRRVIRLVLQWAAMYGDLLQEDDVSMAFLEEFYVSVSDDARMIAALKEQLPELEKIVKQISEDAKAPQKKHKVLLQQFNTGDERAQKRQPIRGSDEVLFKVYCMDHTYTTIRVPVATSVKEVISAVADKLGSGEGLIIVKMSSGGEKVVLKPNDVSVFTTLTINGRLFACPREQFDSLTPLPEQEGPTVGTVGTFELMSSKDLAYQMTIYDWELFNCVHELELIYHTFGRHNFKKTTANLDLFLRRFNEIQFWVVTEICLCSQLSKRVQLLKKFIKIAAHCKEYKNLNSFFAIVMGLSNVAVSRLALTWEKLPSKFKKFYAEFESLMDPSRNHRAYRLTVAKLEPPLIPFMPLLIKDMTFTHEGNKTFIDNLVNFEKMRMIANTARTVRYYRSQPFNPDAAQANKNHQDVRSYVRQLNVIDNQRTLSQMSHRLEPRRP
# ATXN2 expr inh = reduces ATXN2 reporter expression in HEK-293 cells; actives 0.72% (n = 360,000); HEK-293 ATXN2-luciferase reporter, luminescence, 24 h; Potency, µM (titrated, usually from 57 µM), for inactives: at the highest dose activity change, negative = inhibition, hits mostly inhibitors; also: % is scaled to controls: 0 for no effect and ±100 for the full control effect; nearly all actives have a fitted effect of over 55% in size
#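 ATXN2-luciferase reporter cells (luciferase flanked by upstream and downstream ATXN2 gene portions) were treated 24 h at 37 °C with compounds at up to 57 uM. SteadyGlo luminescence gave expression; GF-AFC fluorescence gave viability.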
# A549 viability = kills or reduces viability of A549 cells in Nrf2 counter-screen; A549 ARE-Fluc cells, CellTiter-Fluor viability, 18-24 h; Potency, µM (top dose mostly 46 µM), without a hit: at the top dose activity change, negative = cytotoxicity, hits mostly inhibitors; actives 0.16% (n = 390,000); also: % is scaled to controls: 0 for no effect and ±100 for the full control effect
#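 Cytotoxicity counterscreen: CellTiter-Fluor fluorescence was measured in A549 ARE_Fluc cells after 18-24 h of compound exposure in a concentration series. The subsequent BugLite luminescent read reports ARE-luciferase activity.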
# MCF10A rerep = inducers of DNA re-replication in MCF 10A breast cells. AID 624296. Potency, µM (top dose mostly 46.1 µM), for inactives: at the top dose activity, positive = re-replication, usual class: activators. MCF 10A DNA re-replication, Hoechst nuclear intensity, 48 h. actives 2.9% (n = 350,000); also: % of control where 0% means no effect; nearly all actives have a fitted effect of over 50% in size
# Nrf2 inh = inhibitors of Nrf2 signaling; AID 504444; A549 ARE-Fluc reporter, luciferase luminescence, 18-24 h; Potency, µM (titrated, usually from 46 µM), for the others: top-dose activity change, negative = inhibition, actives largely listed as inhibitors; actives 2.1% (n = 360,000); also: % is scaled to controls: 0 for no effect and ±100 for the full control effect; nearly all actives have a fitted effect of over 60% in size
#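 Quantitative HTS in A549 cells stably bearing an antioxidant response element-firefly luciferase construct. Inhibition of Nrf2-driven transcription was scored by luminescence after 18-24 h of compound exposure at 37 °C.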
# S2 tox = cell viability loss in ATXN counter-screen | S2 cells (HEK-293 line with an ATXN2-luciferase reporter) viability, CellTiter-Fluor protease fluorescence, 24 h | Potency, µM (top dose mostly 56.7 µM), hits mostly cytotoxic | actives 0.49% (n = 400,000) | AID 651635; also: nearly all actives have a fitted effect of over 40% in size
# TGFb inhibitor = blocks TGF-b signaling. HepG2 CAGA-GFP TGF-b/SMAD3 reporter, GFP fluorescence, 18 h; TGF-beta stimulated, 500 pg/mL final. Potency, µM (titrated, usually from 46.1 µM), inactives show top-dose activity, negative = inhibition, most hits filed as inhibitors. actives 1.2% (n = 410,000); also: % is scaled to controls: 0 for no effect and ±100 for the full control effect; nearly all actives have a fitted effect of over 65% in size
#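 HEPG2 CAGA-GFP cells (1000/well, DMEM with 1% FBS) were pre-incubated 2 h at 37 degrees C, given compound by pin tool, then stimulated with TGF-beta at 500 pg/mL final for 18 h before per-cell GFP fluorescence imaging.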
# Nrf2 ARE act = activates Nrf2 signaling | AREc32 ARE-luciferase reporter (MCF7-derived line), luminescence, 24 h | Potency, µM (doses to about 46.1 µM), without a hit: top-dose activation, hits mostly activators | actives 0.31% (n = 410,000); also: % of control where 0% means no effect; nearly all actives have a fitted effect of over 65% in size
#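 Each well held 1000 AREc32 cells, which were incubated with compound for 24 hr at 37 deg C after overnight attachment, and ARE reporter activity was quantified by firefly luciferase luminescence.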
# * marks the source's active call; other numbers are inactive results; i = inactive; ? = inconclusive; . = no result given; [ ] = another dose, or the depositor's remark. Calls follow the shape of the dose curve; as a rule, active = well fitted curve in the direction sought with a large enough effect; inconclusive = small, poorly fitted or top-dose-only effect, or another doubt; inactive = no such curve, though single readings can be large; an effect the other way counts as inactive or inconclusive. Potency is read from the fitted curve at half-maximal effect. Not all compounds are listed; rates above refer to the full screens.
SMILES	EPAC2 antag	Nrf2 inh	ATXN2 expr inh	S2 tox	MCF10A rerep	TGFb inhibitor	HepG2 tox	A549 viability	Nrf2 ARE act
CSc1ccc(CNC(=O)c2ccc3c(c2)N(C)C(=O)C2CCCCN32)cc1 (stereo not drawn)	.	.	0%	i	.	3%	-40%	12%	12%
Cc1nc(-c2ccccc2)nc2n[nH]c(N)c12	10%	10%	23%	?	?	-7%	7%	-6%	5.1%
COc1ccc(S(=O)(=O)Nc2cccc3c2O[C@H](CN(C)CC2CC2)[C@@H](C)CN([C@H](C)CO)C3=O)cc1	-7%	-6%	7%	i	-13%	?	0%	-4%	-0.4%
Cc1ccc(-n2nnnc2CNC(=O)c2ccccc2S(C)(=O)=O)cc1C	.	.	.	.	.	0%	1%	3%	-0.8%
COc1cccc(Nc2nc3ccccc3n3cnnc23)c1	2%	4%	18%	i	-1%	1%	-11%	-16%	13%
O=[N+]([O-])c1ccc(Oc2cccc(C(F)(F)F)c2)nc1	-9%	2%	4%	i	-2%	13%	-12%	3%	0.2%
CC(NC(=O)C1CCCO1)c1ccccc1 (stereo not drawn)	24%	1%	6%	i	-12%	9%	1%	5%	2.4%
O=C(Nc1ccc(C(F)(F)F)cc1)C1CCC(CNS(=O)(=O)c2cccc3nsnc23)CC1 (stereo not drawn)	.	?	-13%	?	.	0%	4%	-1%	3.4%
C#CCOCCOCCOCCNc1nc(N2CCOCC2)nc(N2CCN(C(=O)[C@H](Cc3cc4ccccc4[nH]3)n3cc([C@@H](N)C(C)CC)nn3)CC2)n1 (stereo partly drawn)	5%	4%	6%	?	-3%	-3%	-16%	-6%	6.0%
O=C1CC(=C(c2ccccc2)c2ccccc2)C(=O)N1CCCCN1CCN(c2ccccc2)CC1	-3%	-2%	-28%	i	?	?	-19%	?	5.5%
Cc1cc(NC(=O)Cn2nc(C)c([N+](=O)[O-])c2C)no1	-15%	0%	.	i	0%	-14%	10%	0%	-1.3%
Cc1c(NC(=O)C(C)OC(=O)c2nc(Cl)ccc2Cl)c(=O)n(-c2ccccc2)n1C (stereo not drawn)	2%	3%	-1%	i	-8%	1%	3%	1%	-0.4%
CCOC(=O)c1c(C)[nH]c(C(=O)N2CCN(C(=O)OCC)CC2)c1C	-3%	-12%	5%	i	-2%	12%	6%	2%	0.3%
COc1ccc(C2=NS(=O)(=O)N(C)C(C(=O)NCc3ccc4c(c3)OCO4)=C2)cc1OC	0%	-16%	-4%	i	4%	-2%	-4%	-6%	-0.1%
CCCN1CCN(CCCNC(=O)Cn2ncc3c4ccccc4n(C)c3c2=O)CC1	-3%	-4%	-4%	i	0%	3%	-1%	-8%	-1.0%
COc1cccc2cc(C(=O)NNC(=O)c3ccc(Br)cc3)c(=O)oc12	?	18%	-30%	i	28%	8%	6%	1%	2.3%
COc1ccc(OC)c(N=c2oc3c(OC)cccc3cc2C(=O)NCc2ccco2)c1	-2%	-25%	.	.	0%	-3%	-14%	-1%	-0.7%
CS(=O)(=O)N(CC(=O)Nc1ccccc1-c1ccccc1)c1ccccc1	-24%	?	-8%	i	?	-1%	-6%	-2%	2.0%
COC(=O)c1ccc(C)c(NC(=O)CN(c2ccccc2)S(=O)(=O)N(C)C)c1	-2%	-10%	-18%	i	-6%	7%	4%	4%	-0.6%
O=C(Nc1ccccc1O)N1c2ccccc2Sc2ccccc21	-21%	-8%	4%	i	?	?	-23%	15%	4.4%
CC(=O)N1CCc2cc(S(=O)(=O)CCC(=O)N(C)Cc3ccco3)ccc21	8%	3%	0%	i	-4%	3%	2%	7%	-0.8%
COc1ccc(NC(=O)C2CCC(CNS(=O)(=O)c3ccc(Br)s3)CC2)cc1OC (stereo not drawn)	.	-12%	0%	?	.	?	-40%	0%	-0.6%
CCO[C@H]1OC(C(=O)N2CCN(C)CC2)=C[C@@H](C)[C@@H]1CCCO	1%	-11%	-1%	i	7%	-39%	-7%	-1%	-0.4%
COc1ccccc1N1CCN(S(=O)(=O)c2ccc(-c3ccno3)cc2OC)CC1	.	.	-20%	i	.	?	-23%	-13%	5.0%
COc1ccc(OCC(O)COc2ccc(OC)cc2)cc1	1%	4%	9%	i	-7%	11%	-6%	2%	0.5%
CN(C(=O)CCN1C(=O)C(C)(C)Nc2ccccc21)c1ccccc1	7%	-9%	-1%	i	-5%	-1%	3%	-11%	-0.6%
CCOc1ccccc1C1C(C(=O)Nc2ccccc2)=C(C)Nc2nc(-c3ccccc3)nn21 (stereo not drawn)	.	-4%	5%	i	.	?	-20%	-8%	5.4%
Cc1ccccc1NC(=O)c1ccccc1N(C)S(=O)(=O)c1ccccc1	-15%	5%	-14%	i	-1%	-3%	-14%	1%	-0.1%
CCOC(=O)CC1Sc2ccccc2NC1=S (stereo not drawn)	-2%	-1%	1%	i	-7%	8%	8%	-2%	-0.7%
N#Cc1c(Nc2ccccc2)sc(C(=O)C2CC2)c1N	3%	-4%	-10%	i	12%	0%	14%	1%	0.7%
COc1ccc(Nc2nc(N)c(C(=O)c3ccc(F)cc3)s2)cc1	-10%	15%	.	?	2.6µM*	-22%	-5%	-2%	-0.2%
NC(CCc1ccccc1)c1csc(NC(=O)Nc2cccc(C(F)(F)F)c2)n1 (stereo not drawn)	1%	.	?	.	.	?	11µM*	.	-2.4%
O=C(C1CC1)N1CCc2cc(Br)cc(S(=O)(=O)N3CCOCC3)c21	5%	16%	4%	i	4%	-1%	-1%	-2%	-0.2%
COc1ccc(OC)c(S(=O)(=O)n2ccnc2C(C)C)c1	-3%	3%	3%	i	-3%	-8%	1%	4%	0.3%
CCOc1ccc(C(=O)CCC(=O)N2CCN(c3ccccc3O)CC2)cc1	5%	-10%	-15%	i	17%	-2%	2.5µM*	17%	0.3%
O=C(COC(=O)c1ccccc1[N+](=O)[O-])NC(=O)c1ccccc1	16%	-4%	6%	i	0%	0%	-6%	-1%	0.0%
CC1CN(C(=O)COC(=O)c2cc3ccccc3cc2O)CC(C)O1 (stereo not drawn)	-4%	13%	-7%	i	2%	2%	11%	8%	0.2%
O=C(Cc1ccccc1[N+](=O)[O-])c1ccc2c(c1)OCO2	-2%	?	31%[activator]	?	-2%	10%	12%	-7%	2.2%
CCN1C(=O)c2ccccc2Sc2ccc(NC(=O)Nc3cc(C)cc(C)c3)cc21	.	28%	.	.	.	6.3µM*	-30%	6%	-1.2%
COc1cccc(CN(C)C(=O)c2cc(S(=O)(=O)N3CCCCCC3)ccc2OC)c1	-16%	-7%	0%	i	-5%	-1%	-24%	16%	-0.7%
CCOc1ccc(C(=O)NCC(=O)OCC(=O)N2C(C)CCCC2C)cc1 (stereo not drawn)	-2%	9%	-6%	i	0%	-3%	-13%	-1%	-0.8%
CCCOc1c(Cl)cc(C(=O)NC)cc1OC	-9%	3%	-12%	i	8%	7%	-59%	2%	-0.2%
COc1cc(C(=O)Cc2nc3ccccc3n2C)cc(OC)c1OC	18%	-6%	4%	i	-6%	-3%	-8%	-2%	4.4%
CCCCNC(=S)N(C)/N=C/c1ccc2c(c1)OCO2	-6%[57.1 µM]	?	.	i	16%	-15%	6%	?	-1.9%
CCN(CC)c1ccc(NC(=O)CCc2nc3cccnc3n2Cc2cccs2)c(C)c1	.	-15%	.	.	.	10%	-11%	5%	4.0%
Cc1cc(OC(=O)c2ccc(C(C)(C)C)cc2)c([N+](=O)[O-])c(=O)[nH]1	-1%	0%	.	?	10%	19%	-32%	-2%	-0.4%
CCCCc1nnc(NC(=O)C(C)Sc2nc(O)c(Cc3ccccc3)c(=O)[nH]2)s1 (stereo not drawn)	13%	-7%	-13%	i	-3%	1%	-3%	0%	-0.5%
O=C(CCc1ccccc1)NCc1ccc(F)cc1	8%	?	15%	i	-1%	16%	6%	-2%	5.4%
CC(C)(O)C1=NOC(c2ccccc2)C1 (stereo not drawn)	-6%[57.1 µM]	?	22%	i	28%	-12%	-10%	1%	14%
CC(C)NC(=O)N(C)C[C@H]1Oc2ccc(NS(=O)(=O)c3ccccc3)cc2C(=O)N([C@H](C)CO)C[C@@H]1C	-5%	0%	11%	i	3%	1%	0%	-4%	-0.2%

# Single records, as listed above:
# Listed for CCN(CC)c1ccc(NC(=O)CCc2nc3cccnc3n2Cc2cccs2)c(C)c1 : EPAC2 antag: .; Nrf2 inh: -15%; ATXN2 expr inh: .; S2 tox: .; MCF10A rerep: .; TGFb inhibitor: 10%; HepG2 tox: -11%; A549 viability: 5%; Nrf2 ARE act: 4.0%
# Listed for CCN1C(=O)c2ccccc2Sc2ccc(NC(=O)Nc3cc(C)cc(C)c3)cc21 : EPAC2 antag: .; Nrf2 inh: 28%; ATXN2 expr inh: .; S2 tox: .; MCF10A rerep: .; TGFb inhibitor: 6.3µM*; HepG2 tox: -30%; A549 viability: 6%; Nrf2 ARE act: -1.2%

# (further entries)
SMILES	EPAC2 antag	Nrf2 inh	ATXN2 expr inh	S2 tox	MCF10A rerep	TGFb inhibitor	HepG2 tox	A549 viability	Nrf2 ARE act
COc1ccc(C2CC(=O)c3cc(-c4nc(-c5ccc(Cl)cc5)c(C)s4)c(=O)[nH]c3C2)cc1 (stereo not drawn)	.	13%	14%	i	.	7%	-13%	8%	4.2%
Cc1ccc(NC(=O)CC2SCCNC2=O)cc1[N+](=O)[O-] (stereo not drawn)	11%	2%	9%	?	2%	8%	-4%	-1%	-0.9%
COC(=O)C1=C(C)NC(=O)CC1c1ccccc1F (stereo not drawn)	0%	-14%	3%	i	5.8µM*	-22%	-1%	-1%	0.2%
CCOc1ccc(N(C)C(=O)CCc2nnc3ccc(N4CCCC4)nn23)cc1	8%	-3%	4%	i	-2%	7%	3%	1%	-0.5%
COc1ccc(-c2[nH]ncc2C2N=C(N)Nc3nc4ccccc4n32)cc1 (stereo not drawn)	1%	0%	1%	i	3%	-10%	-6%	0%	0.2%
CCOC(=O)c1ccc(NC(=S)N(CCN(C)C)Cc2cccs2)cc1	2%	?	60%[activator]	i	30%	-1%	-18%	-17%	-0.4%
